Source: PubChem BioAssay
XIAP displacement = XIAP antagonists, biochemical, IAP family, fluorescence polarization (AID 1018); displacement, % at 20 µM; hits with a dose series show IC50 in µM; hit rate 0.007% among 200,000; XIAP BIR domain, fluorescence polarization peptide displacement; higher % means a stronger effect; E3 ubiquitin-protein ligase XIAP (Homo sapiens); in the data active = displacement above about 50%; note: a part of the inactive calls stands beside numbers as strong as those of hits
PMI inhibitors = inhibitors of human PMI, primary screen, biochemical, fluorescence intensity, coupled assay (AID 1209) | Mannose-6-phosphate isomerase (Homo sapiens) | purified PMI enzyme, coupled fluorescence intensity; higher % means a stronger effect | one-dose inhibition, % at 20 µM; IC50 in µM for titrated hits | hit rate 0.42% among 190,000;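 note: plate controls were DMSO vehicle for no effect and wells lacking substrate for full effect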
M17LAP inhibition = P. falciparum M17LAP inhibitors, primary screen, biochemical, fluorogenic H-Leu-NHMec substrate, 1536-well (AID 1619); Leucine aminopeptidase (Plasmodium falciparum (isolate 3D7)); recombinant M17LAP, H-Leu-NHMec fluorogenic kinetic assay; higher % means a stronger effect; hit rate 0.38% among 220,000; inhibition, % at 30 µM, or IC50 in µM where a hit was titrated;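 active = compound inhibiting the enzyme by more than half at any dose during confirmatory dose-response retesting; inconclusive = strong single-dose inhibitors picked by rank but not retested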;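 note: plate controls were full reaction with DMSO carrier for no effect and no enzyme background for full effect; strong numbers were not always called active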
SIAH1 antagonists = Siah-1 peptide-binding antagonists, primary screen, biochemical, fluorescence polarization, rhodamine-plectin, uHTS (AID 1817). E3 ubiquitin-protein ligase SIAH1 (Homo sapiens). Siah-1 / rhodamine-plectin peptide fluorescence polarization; higher % means a stronger effect. displacement, % at 20 µM; hits with a dose series show IC50 in µM. hit rate 0.02% among 290,000;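 active = displacement of at least 50% at 20 µM, with a fluorescence ratio check between 0.3 and a set limit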;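 note: plate controls were Siah plus tracer with DMSO for no effect and tracer alone without Siah for full effect; strong numbers were not always called active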
AID2073 = inhibitors of Mint1-CaV2.2 protein interaction, biochemical, HTRF (AID 2073); Voltage-dependent N-type calcium channel subunit alpha-1B (Homo sapiens); HTRF protein-protein interaction, Mint1-CaV2.2; higher % means a stronger effect; inhibition, % at 20 µM; hits with a dose series show IC50 in µM; hit rate 0.19% among 290,000; in the data active = inhibition mostly above about 51%, no sharp cut-off; inconclusive = no clear call, values can overlap the other calls; inactive = mostly below about 53%; note: some results filed as inactive read as strong as hits
M1AAP inhibition = P. falciparum M1AAP inhibitors, biochemical, fluorogenic H-Leu-NHMec substrate, 1536-well (AID 1445); recombinant M1AAP, H-Leu-NHMec fluorogenic kinetic assay; higher % means a stronger effect; inhibition, % at 30 µM; hits with a dose series show IC50 in µM; hit rate 0.42% among 220,000;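 active = primary inhibition above the hit cutoff, then over 50% inhibition at one or more dose response concentrations, cut at about 23% in these data, passing the limit was not always enough; inconclusive = conflicting primary data, or primary hits not chosen for dose response; inactive = low primary inhibition, or under 50% at every dose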;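 note: plate controls were DMSO full reaction for no effect and no enzyme background for full effect; strong numbers were not always called active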
Dynein cargo inh = inhibitors of GR-EGFP nuclear translocation, primary screen, dynein cargo transport inhibitor project, imaging, high-content, 3617.4 mouse cells. test concentration mostly 20 µM; stimulated with dexamethasone, 1 µM; stronger effect = lower value. z-score, hits read low. hit rate 0.47% among 220,000. AID 1381, 2008;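 active = plate z-score of nuclear minus cytoplasmic receptor signal below a set negative limit, without overly bright fluorescence or cell loss, cut at about -3.5 in these data, passing the limit was not always enough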;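 note: z-score of nuclear minus cytoplasmic ring GR-EGFP intensity difference per well; some compounds called inactive have numbers as strong as hits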
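medium = tetracycline-free induction medium containing charcoal-stripped FBS | also added = 1.0 µM final dexamethasone stimulus | schedule = 48 h induction, 1 h compound, 30 min dex at 37 °C | technique = fixed, Hoechst-stained cells imaged at 10x for EGFP | measure = GR-EGFP nuclear translocation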
human PMI inhibitors = human PMI inhibitors, high substrate, primary screen, biochemical, fluorescence intensity, high mannose 6-phosphate (AID 1220); hit rate 0.66% among 190,000; recombinant PMI enzyme, coupled fluorescence intensity; higher % means a stronger effect; inhibition, % at 20 µM, or IC50 in µM where a hit was titrated; Mannose-6-phosphate isomerase (Homo sapiens)
LYP phosphatase = inhibitors of LYP phosphatase, biochemical, fluorescence intensity, uHTS (AID 1779); Tyrosine-protein phosphatase non-receptor type 22 (Homo sapiens); recombinant LYP phosphatase, fluorescence intensity; higher % means a stronger effect; inhibition, % at 11.5 µM; hits with a dose series show IC50 in µM; hit rate 0.054% among 290,000;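 note: plate controls were vehicle with enzyme for no effect and no enzyme for full effect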
Dynein cargo inh cytoplasmic EGFP = further read-out of Dynein cargo inh, marked with its call; z-score; measured here: cytoplasmic GR-EGFP intensity; stronger effect = higher value
Dynein cargo inh nuclear GR-EGFP = recorded beside Dynein cargo inh, whose call it bears; z-score; measured here: nuclear GR-EGFP intensity;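 lower value marks the stronger effect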
Dynein cargo inh cell count = also measured in Dynein cargo inh; calls as there; z-score; measured here: cell count per field
* = called active by the depositor. Cut-off read from the data, not from the text of the source, unless noted: active = inhibition above about 50%; inactive = the rest. This is a random part of the collection, and some 2.1% of all compounds hit somewhere here.

CCCCCC(=O)Nc1ccc(C(=O)N/N=C/c2ccc([N+](=O)[O-])cc2)cc1 was read as XIAP displacement -8.5%, PMI inhibitors -9.0%, M17LAP inhibition 6.5%, SIAH1 antagonists 18.5%, AID2073 41.5%, M1AAP inhibition 3.7%, Dynein cargo inh 0.117, human PMI inhibitors -11.8%, LYP phosphatase -12.7%, Dynein cargo inh cytoplasmic EGFP -0.219, Dynein cargo inh nuclear GR-EGFP 0.18 and Dynein cargo inh cell count 0.476.
`CCOC(=O)N1CCN(CC(=O)Nc2cc3c(cc2C(C)=O)OCO3)CC1` gave XIAP displacement -2.2%, PMI inhibitors 12.8%, M17LAP inhibition 8.7%, SIAH1 antagonists 2.5%, AID2073 8.7%, M1AAP inhibition 8.3%, Dynein cargo inh -0.242, human PMI inhibitors 12.4%, LYP phosphatase -2.5%, Dynein cargo inh cytoplasmic EGFP -0.173, Dynein cargo inh nuclear GR-EGFP 0.152 and Dynein cargo inh cell count -0.222.
Cc1ccc(-n2c3c(c(O)c(-c4ccccc4)c2=O)C(=O)CC(C)(C)C3)cc1 was read as XIAP displacement -1.6%, PMI inhibitors -1.9%, M17LAP inhibition 2.0%, SIAH1 antagonists 14.2%, AID2073 -0.4%, M1AAP inhibition 5.1%, Dynein cargo inh -0.108, human PMI inhibitors -9.3%, LYP phosphatase -0.6%, Dynein cargo inh cytoplasmic EGFP -0.31, Dynein cargo inh nuclear GR-EGFP -0.11 and Dynein cargo inh cell count -0.175.
For Cc1ccc(S(=O)(=O)N(C)CCCC(=O)Nc2ccc(C)cc2C)cc1 the results were XIAP displacement 46.7%, PMI inhibitors 6.5%, M17LAP inhibition -0.1%, SIAH1 antagonists 8.4%, AID2073 inconclusive, M1AAP inhibition 1.3%, Dynein cargo inh -0.0415, human PMI inhibitors -4.8%, LYP phosphatase -7.2%, Dynein cargo inh cytoplasmic EGFP -0.218, Dynein cargo inh nuclear GR-EGFP 0.035 and Dynein cargo inh cell count 0.323.
For O=S1(=O)N=C2CCCCCN2C(c2ccc(Br)cc2)N1 (stereo unspecified) the results were XIAP displacement -5.3%, PMI inhibitors 6.2%, M17LAP inhibition 0.6%, SIAH1 antagonists -0.3%, AID2073 0.7%, M1AAP inhibition 16.1%, Dynein cargo inh -1.3, human PMI inhibitors 8.7%, LYP phosphatase -7.7%, Dynein cargo inh cytoplasmic EGFP 0.135, Dynein cargo inh nuclear GR-EGFP -0.329 and Dynein cargo inh cell count 0.394.
COc1ccccc1NC(=O)CSc1nnnn1Cc1ccccc1 was read as XIAP displacement -4.0%, PMI inhibitors 5.9%, M17LAP inhibition 15.4%, SIAH1 antagonists 3.6%, AID2073 6.7%, M1AAP inhibition -2.8%, Dynein cargo inh 0.058, human PMI inhibitors 6.4%, LYP phosphatase -6.3%, Dynein cargo inh cytoplasmic EGFP -0.261, Dynein cargo inh nuclear GR-EGFP 0.0503 and Dynein cargo inh cell count 0.247.
For O=S(=O)(c1ccc2ccccc2c1)N1CCN(C(=S)Nc2ccc(F)cc2)CC1 the results were XIAP displacement -3.6%, PMI inhibitors 16.8%, M17LAP inhibition -0.1%, SIAH1 antagonists -2.9%, AID2073 -11.5%, M1AAP inhibition 3.3%, Dynein cargo inh -0.643, human PMI inhibitors 1.2%, LYP phosphatase 4.8%, Dynein cargo inh cytoplasmic EGFP -0.34, Dynein cargo inh nuclear GR-EGFP -0.61 and Dynein cargo inh cell count 1.04.
Cc1ccc(C)n1-c1ccc(-c2ccnc(N)n2)cc1 was read as XIAP displacement -7.4%, PMI inhibitors -4.4%, M17LAP inhibition 0.6%, SIAH1 antagonists -5.6%, AID2073 24.3%, M1AAP inhibition 2.1%, Dynein cargo inh -0.0838, human PMI inhibitors 7.5%, LYP phosphatase 2.7%, Dynein cargo inh cytoplasmic EGFP -0.00901, Dynein cargo inh nuclear GR-EGFP -0.323 and Dynein cargo inh cell count -0.504.
For C=CCON/C(CCC)=C1\C(=O)C(C(=O)OC)C(C)(C)CC1=NC (stereo unspecified) the results were XIAP displacement -10.6%, PMI inhibitors -1.6%, M17LAP inhibition -1.8%, SIAH1 antagonists -6.0%, AID2073 -10.5%, M1AAP inhibition -4.1%, Dynein cargo inh -0.445, human PMI inhibitors 8.2%, LYP phosphatase -5.7%, Dynein cargo inh cytoplasmic EGFP 0.43, Dynein cargo inh nuclear GR-EGFP -0.0149 and Dynein cargo inh cell count 0.384.
For Cc1cc(C)n(CC(O)CN(c2ccccc2)S(=O)(=O)c2ccc3ccccc3c2)n1 (stereo unspecified) the results were XIAP displacement -13.5%, PMI inhibitors 11.9%, M17LAP inhibition 3.4%, SIAH1 antagonists -6.2%, AID2073 4.5%, M1AAP inhibition 8.4%, Dynein cargo inh -0.258, human PMI inhibitors -0.7%, LYP phosphatase 2.3%, Dynein cargo inh cytoplasmic EGFP -0.313, Dynein cargo inh nuclear GR-EGFP -0.342 and Dynein cargo inh cell count 0.58.
COc1cccc(N(CC(=O)N/N=C(\C)c2cccs2)S(C)(=O)=O)c1 was read as XIAP displacement -0.6%, PMI inhibitors 4.7%, M17LAP inhibition 26.6%, SIAH1 antagonists -6.9%, AID2073 0.8%, M1AAP inhibition 2.9%, Dynein cargo inh 0.945, human PMI inhibitors 4.6%, LYP phosphatase -4.1%, Dynein cargo inh cytoplasmic EGFP -0.327, Dynein cargo inh nuclear GR-EGFP -0.0226 and Dynein cargo inh cell count 0.1.
Screening CCN1C(=S)SC(=O)C1=C1C=C(C)N(CCOC)C(C)=C1 returned XIAP displacement -7.2%, PMI inhibitors 14.2%, SIAH1 antagonists -2.3%, AID2073 -31.0%, human PMI inhibitors 12.2% and LYP phosphatase 4.1%.
Clc1ccc(Nc2ccc(Cl)nn2)cc1 was read as M17LAP inhibition -4.1%, SIAH1 antagonists -1.2%, AID2073 -9.2%, M1AAP inhibition 3.3%, Dynein cargo inh -0.144, LYP phosphatase -6.8%, Dynein cargo inh cytoplasmic EGFP -0.276, Dynein cargo inh nuclear GR-EGFP -0.476 and Dynein cargo inh cell count 1.13.
`CC(=O)c1cc(-c2ccccc2)n(CCC(=O)NC2CCCCCC2)c1C` gave XIAP displacement -3.1%, PMI inhibitors 2.2%, M17LAP inhibition -3.9%, SIAH1 antagonists 17.1%, AID2073 1.3%, M1AAP inhibition 9.0%, Dynein cargo inh 0.829, human PMI inhibitors 6.0%, LYP phosphatase -0.5%, Dynein cargo inh cytoplasmic EGFP -0.166, Dynein cargo inh nuclear GR-EGFP 0.799 and Dynein cargo inh cell count -1.09.
Screening Cc1nc([N+](=O)[O-])nn1C12CC3CC(CC(Cl)(C3)C1)C2 returned XIAP displacement -3.7%, PMI inhibitors 4.8%, M17LAP inhibition -3.8%, SIAH1 antagonists 5.0%, AID2073 5.8%, M1AAP inhibition -2.0%, Dynein cargo inh 0.6, human PMI inhibitors -2.6%, LYP phosphatase -11.1%, Dynein cargo inh cytoplasmic EGFP -0.166, Dynein cargo inh nuclear GR-EGFP 0.709 and Dynein cargo inh cell count -0.82.
`CCC(C)(C)n1nnnc1C(c1ccccc1F)N1CCC(C(N)=O)CC1` (stereo unspecified) gave XIAP displacement -3.8%, PMI inhibitors 2.2%, M17LAP inhibition 2.5%, SIAH1 antagonists 3.1%, AID2073 -3.2%, M1AAP inhibition 10.4%, Dynein cargo inh -0.795, human PMI inhibitors 8.6%, LYP phosphatase -8.4%, Dynein cargo inh cytoplasmic EGFP -0.235, Dynein cargo inh nuclear GR-EGFP -0.499 and Dynein cargo inh cell count 1.64.
Screening COC(=O)c1cc(=O)n(Cc2ccco2)c(=Nc2ccc(F)c(Cl)c2)s1 returned XIAP displacement -0.8%, PMI inhibitors 6.3%, M17LAP inhibition 7.8%, SIAH1 antagonists 1.1%, AID2073 -1.0%, M1AAP inhibition 8.5%, Dynein cargo inh -3.88*, human PMI inhibitors 6.8%, LYP phosphatase 4.5%, Dynein cargo inh cytoplasmic EGFP 1.12*, Dynein cargo inh nuclear GR-EGFP -2.12* and Dynein cargo inh cell count 0.0854*.
Screening Cc1ccccc1-n1c(-c2ccncc2)n[nH]c1=S returned XIAP displacement -2.1%, PMI inhibitors -3.5%, M17LAP inhibition 9.9%, SIAH1 antagonists -1.6%, AID2073 1.6%, M1AAP inhibition -2.1%, human PMI inhibitors -11.7% and LYP phosphatase 2.9%.
Fc1ccc(Nc2nc(NCc3ccco3)c3ccccc3n2)cc1 was read as M17LAP inhibition 4.4%, SIAH1 antagonists 0.9%, AID2073 -2.7%, M1AAP inhibition 5.7%, Dynein cargo inh 1.26, LYP phosphatase -7.7%, Dynein cargo inh cytoplasmic EGFP -0.267, Dynein cargo inh nuclear GR-EGFP 1.34 and Dynein cargo inh cell count 0.874.
`O=C(N1CCOCC1)N1CCC(NC(=O)C23CC4CC(CC(C4)C2)C3)CC1` gave XIAP displacement -7.5%, PMI inhibitors -5.4%, M17LAP inhibition 11.3%, SIAH1 antagonists 42.4%, AID2073 6.0%, M1AAP inhibition -1.7%, Dynein cargo inh 0.095, human PMI inhibitors -3.0%, LYP phosphatase -0.6%, Dynein cargo inh cytoplasmic EGFP -0.24, Dynein cargo inh nuclear GR-EGFP 0.251 and Dynein cargo inh cell count 0.944.
`c1ccc(N2CCN(c3cnccn3)CC2)nc1` gave XIAP displacement 0.3%, PMI inhibitors -1.6%, M17LAP inhibition 7.0%, SIAH1 antagonists 5.2%, AID2073 -2.9%, M1AAP inhibition 5.1%, Dynein cargo inh -0.009, human PMI inhibitors -0.4%, LYP phosphatase -1.6%, Dynein cargo inh cytoplasmic EGFP -0.143, Dynein cargo inh nuclear GR-EGFP 0.014 and Dynein cargo inh cell count 1.07.
Screening C=CCn1c(SCCC#N)nnc1-c1ccncc1 returned XIAP displacement -4.4%, PMI inhibitors 5.5%, M17LAP inhibition -4.0%, SIAH1 antagonists -7.9%, AID2073 -2.1%, M1AAP inhibition 6.1%, Dynein cargo inh -0.307, human PMI inhibitors 1.0%, LYP phosphatase 0.8%, Dynein cargo inh cytoplasmic EGFP -0.227, Dynein cargo inh nuclear GR-EGFP 0.241 and Dynein cargo inh cell count 1.28.
